XIAP displacement: XIAP antagonists, biochemical, IAP family, fluorescence polarization (AID 1018) | XIAP BIR domain, fluorescence polarization peptide displacement; higher % means a stronger effect | displacement, % at 20 µM; hits with a dose series show IC50 in µM | 200,000 tested, 0.007% active; in the data active means displacement above about 50%; further: a part of the inactive calls stands beside numbers as strong as those of hits
Salmonella PhoP GFP: PhoP-dependent GFP reporter repression – Salmonella Typhimurium, primary screen (AID 1863); 300,000 tested, 0.16% active; S. Typhimurium PhoP-regulated promoter GFP reporter, 4 h; higher % means a stronger effect; inhibition, % at 50 µM; hits with a dose series show IC50 in µM;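 active means inhibition over 29.93%, a cutoff 3 SD above the screen mean, later confirmed by dose response; inconclusive means inhibition over 29.93% but no dose response follow-up; inactive means inhibition at most 29.93% or unconfirmed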;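 further: 0% = low Mg2+ inducing control and 100% = high Mg2+ repressing control; strong numbers were not always called active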
TNAP activation fold: stimulation of alkaline phosphatase TNAP activity – biochemical, luminescent, no phosphate acceptor, uHTS, primary screen (AID 1001); one-dose activation fold at 20 µM; EC50 in µM for titrated hits; purified TNAP, luminescent activation assay, no phosphate acceptor; higher activation fold means a stronger effect; 200,000 tested, 0.03% active; in the data active means activation fold from about 3, or a potency from the dose series; inactive means the rest, 99 in 100 with activation fold below about 1.6; further: many of its hits are not listed in these tables
PMI inhibitors: inhibitors of human PMI, primary screen, biochemical, fluorescence intensity, coupled assay (AID 1209); purified PMI enzyme, coupled fluorescence intensity; higher % means a stronger effect; one-dose inhibition, % at 20 µM; IC50 in µM for titrated hits; 190,000 tested, 0.42% active;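 further: plate controls were DMSO vehicle for no effect and wells lacking substrate for full effect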
RSV CPE inhibition: inhibition of RSV-induced cytopathic effect – HEp-2 cells, primary 10 µM value included (AID 2391); HEp-2 cells, RSV-induced CPE inhibition; higher % means a stronger effect; CPE inhibition, % at 10 µM; hits with a dose series show IC50 in µM; 310,000 tested, 0.13% active; in the data active means a potency from the dose series; inconclusive means CPE inhibition mostly from about 23% at the one dose, without a potency; inactive means the rest, 99 in 100 with CPE inhibition below about 21%; further: strong numbers were not always called active
human PMI inhibitors: MPI inhibition at elevated mannose 6-phosphate – biochemical, fluorescence intensity, high mannose 6-phosphate, primary screen (AID 1220); recombinant PMI enzyme, coupled fluorescence intensity; higher % means a stronger effect; inhibition, % at 20 µM; hits with a dose series show IC50 in µM; 190,000 tested, 0.66% active
Siah-1 displacement: blockers of Siah-1 interaction with plectin peptide – biochemical, fluorescence polarization, rhodamine-plectin, uHTS, primary screen (AID 1817); 290,000 tested, 0.02% active; Siah-1 / rhodamine-plectin peptide fluorescence polarization; higher % means a stronger effect; displacement, % at 20 µM, or IC50 in µM where a hit was titrated;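 active means displacement of at least 50% at 20 µM, with a fluorescence ratio check between 0.3 and a set limit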;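 further: plate controls were Siah plus tracer with DMSO for no effect and tracer alone without Siah for full effect; strong numbers were not always called active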
Myeloid diff 2: promotes myeloid progenitor differentiation; calls only at 10 µM; ER-HoxA9 myeloid progenitors, lysozyme-GFP differentiation, flow cytometry; 360,000 tested, 1% active; AID 624256;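 active means normalized GFP-positive differentiation at or above the plate's own cutoff, the solvent-only control mean plus 3 SD; inconclusive means no clear call, values can overlap the other calls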;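 further: cells exposed to compound for four days before flow analysis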
WT yeast gro inh: growth inhibition of WT yeast, mitochondrial fusion screen; 190,000 tested, 2.1% active; inhibition, % at 10 µM; AID 1362; mitochondrial fusion phenotypic screen, WT strain; in the data active means inhibition above about 58%; tested in S. cerevisiae
WT yeast gro inh mutant strain: recorded beside WT yeast gro inh, whose call it bears; inhibition, %; mitochondrial fusion phenotypic screen, mutant strain inhibition
Myeloid diff 2 GFP+ MAC1+ %: also measured in Myeloid diff 2; calls as there; GFP+ MAC1+ double positive, %; measured here: differentiation confirmed by MAC1 staining
The depositor's hits bear a star; i = inactive; ? = inconclusive; . = not tested or not shown; + = active, no number. Unless noted, no stated cut-off is given here; in the data, active means inhibition above about 50%; inactive means the rest.

canonical_smiles,XIAP displacement,Salmonella PhoP GFP,TNAP activation fold,PMI inhibitors,RSV CPE inhibition,human PMI inhibitors,Siah-1 displacement,Myeloid diff 2,Myeloid diff 2 GFP+ MAC1+ %,WT yeast gro inh,WT yeast gro inh mutant strain
Cc1ccccc1C(=O)Nc1ccnn1C1CCN(Cc2ccccn2)CC1,.,-0.8%,.,.,0.3%,.,-0.3%,i,0.0,.,.
Cc1cccc(NC(=O)CSc2nnnn2C)n1,-2.9%,8.2%,1,-13.5%,2.7%,-2.6%,2.6%,i,1.6,6.5,-11.1
COc1ccc(/C=C/C(=O)NC(=S)N2CCN(c3ccccc3OC)CC2)cc1,.,4.6%,.,.,1.7%,.,-1.4%,i,0.3,.,.
COc1ccccc1NC(=O)CSc1nnc(CSc2nc(C)cc(C)n2)o1,-3.2%,1.4%,1.1,2.4%,0.6%,-3.5%,4.0%,i,0.5,-3.5,2.5
O=C(CN1CCN(c2ccc(F)cc2)CC1)NC(=O)NCc1ccco1,-3.3%,1.8%,1.1,-15.7%,0.9%,-3.7%,22.7%,i,0.6,7.0,1.7
CCc1ccc(C2C(C#N)=C(N)SC(N)=C2C#N)cc1,-9.7%,-19.1%,1.3,-16.9%,-0.4%,-13.5%,-2.3%,i,15.1,1.4,9.3
Cc1ccc(CN2C(=O)C3CCCN3c3ccc(C#N)cc32)cc1 (stereo unspecified),-7.7%,1.6%,1,-26.7%,-1.1%,-37.7%,0.3%,.,.,-9.3,-4.9
CCN(CC)S(=O)(=O)c1ccc(N2CCCC2)c(NC(=O)c2ccccc2OC)c1,.,-2.1%,.,.,6.9%,.,0.5%,i,0.4,.,.
O=C(CSc1nnc(NC(=O)c2ccccc2F)s1)NC1CCCC1,.,2.4%,.,.,1.9%,.,-4.2%,i,0.6,.,.
CCOC(=O)c1sc(N)nc1C(C)(C)C,-11.9%,26.2%,1.1,19.0%,0.7%,8.7%,7.2%,i,0.8,6.1,7.3
CCC1(CC)Cc2ccccc2C(Nc2c(C)n(C)n(-c3ccccc3)c2=O)=N1,-5.6%,2.0%,1.1,1.6%,-0.5%,2.9%,-1.6%,i,0.4,2.7,19.0
N#CCC(CNc1ncc(C(F)(F)F)cc1Cl)OC(=O)c1ccc(Cl)cc1Cl (stereo unspecified),-0.7%,8.4%,1.1,20.5%,5.1%,18.3%,0.7%,i,2.9,0.8,6.6
Cc1ccsc1/C=N/NC(=O)CNC(=O)c1ccccc1,.,-3.3%,.,.,3.9%,.,4.4%,i,3.2,.,.
COc1ccc(-c2cc3c(=O)n(CC(=O)NCCCN4CCC(N5CCCCC5)CC4)nc(C)n3n2)cc1,.,-8.0%,.,.,0.0%,.,9.6%,i,3.4,.,.
Cc1ccc(-c2csc(NC(=O)c3ccc(Br)cc3)c2C(=O)O)cc1,.,-18.4%,.,.,?,.,-0.5%,i,0.2,.,.
COc1cc(CN(C(=O)c2ccco2)C2CCS(=O)(=O)C2)cc(OC)c1OC (stereo unspecified),.,-7.7%,.,.,0.4%,.,4.5%,i,2.9,.,.
Cc1cc(NC(=O)Cc2ccccc2)ccc1NC(=O)c1cccs1,-1.8%,13.3%,1,11.5%,2.2%,5.9%,10.1%,i,0.3,1.8,-15.8
O=C(N/N=C/c1sc(N2CCOCC2)nc1-c1ccccc1)c1cccc(S(=O)(=O)N2CCOCC2)c1,.,-21.6%,.,.,-2.4%,.,-2.7%,?,.,.,.
CC(=O)NCCc1ccc(S(=O)(=O)NCc2ccc3c(c2)OCO3)cc1,-9.8%,3.2%,1.1,7.7%,1.4%,5.9%,-0.3%,i,4.0,10.9,-5.4
N#Cc1cccc2cnccc12,-3.2%,11.6%,1.1,9.0%,0.5%,-0.9%,2.9%,i,0.6,-9.9,-8.5
COc1ccc(CN(N=O)C2CC(=O)N(c3ccc(OC)cc3)C2=O)cc1 (stereo unspecified),.,7.0%,.,.,0.1%,.,-1.2%,i,0.5,.,.
NS(=O)(=O)c1ccc(NC(=O)N[C@@H](Cc2ccccc2)C(=O)O)cc1,-1.6%,-0.6%,1.1,-8.4%,.,-9.7%,11.6%,i,1.2,-13.7,-17.2
CC(=O)Nc1ccc(S(=O)(=O)Nc2nc3ccccc3nc2Nc2ccc(O)cc2)cc1,.,-8.9%,.,.,2.7%,.,2.8%,i,0.4,.,.
NS(=O)(=O)c1ccc(CCNC(=O)Cc2ccccc2[N+](=O)[O-])cc1,-12.1%,-2.4%,1,5.4%,.,10.7%,7.1%,i,0.4,19.0,-1.0
Cc1ccccc1C(=O)Nc1ccnn1C1CCN(Cc2ccc(CO)o2)CC1,.,3.7%,.,.,2.4%,.,4.9%,i,1.1,.,.
COc1ccc(/C=C/c2c([N+](=O)[O-])c(=O)n(C)c(=O)n2C)cc1OC,-1.2%,10.4%,1.1,3.6%,3.9%,-1.8%,2.5%,i,2.0,-12.7,1.8
COc1ccc(CNCc2cccc(OC)c2OC)cc1Br,-1.9%,12.1%,1.1,6.8%,-0.5%,7.7%,6.8%,i,0.2,-0.9,-5.1
CC1=C(C(=O)OCC(C)C)C(c2ccsc2)NC(=O)N1 (stereo unspecified),-6.5%,5.4%,1.1,6.1%,-0.2%,1.3%,1.2%,i,0.6,8.0,6.4
CC(=O)C1=C(O)C(=O)N(Cc2ccco2)C1c1ccccc1F (stereo unspecified),-5.5%,3.0%,1,-7.8%,1.2%,-11.2%,-2.9%,i,0.1,-17.4,-3.9
COC(=O)c1ccccc1NC(=O)c1cc(-c2ccc(C)cc2)on1,-5.1%,-4.5%,1,1.3%,0.2%,2.5%,1.8%,i,10.9,-12.9,-14.6
NC(=O)c1ccccc1NS(=O)(=O)Cc1ccc(Cl)cc1,-3.5%,-4.2%,1.1,19.4%,0.4%,9.1%,1.8%,i,5.3,-22.6,-11.3
C/C(=N\NC(=O)c1cccc([N+](=O)[O-])c1)c1cccs1,.,-15.3%,.,.,4.7%,.,0.5%,i,0.6,.,.
O=C(O)CCNc1cc(N2CCN(C(=O)c3ccco3)CC2)c2noc3c2c1C(=O)c1ccccc1-3,.,-5.7%,.,.,0.7%,.,63.0%,i,1.2,.,.
CCn1c(=O)c(C(=O)CN2CC(C)OC(C)C2)c(N)n(Cc2ccccc2)c1=O (stereo unspecified),-9.7%,-7.3%,1,7.7%,4.0%,8.3%,0.1%,i,0.6,-16.5,10.0
CCOc1ccc(NC(=O)CSC(N)=O)cc1,-8.2%,4.0%,1.3,2.3%,-0.1%,-26.1%,0.3%,i,0.7,-10.9,-6.1
COc1ccc2[nH]c3ccccc3c2c1,-5.3%,5.2%,1,15.3%,2.1%,8.9%,-2.8%,i,0.4,-12.3,-3.0
CCC(=O)NC(=S)Nc1ccc(Cl)cn1,-1.4%,13.5%,1.1,-5.7%,1.5%,-6.9%,2.5%,i,0.9,13.4,17.7
CCC1(c2ccccc2)NC(=O)N(CC(=O)N(C)CC(=O)Nc2c(C)cccc2C)C1=O (stereo unspecified),.,3.5%,.,.,0.7%,.,-3.3%,?,.,.,.
CCOc1ccc(CCNC(=O)COC(=O)c2ccc(OC)c(OC)c2OC)cc1OCC,-5.8%,7.7%,1.1,0.9%,0.7%,3.7%,3.0%,i,0.2,9.9,-3.1
CCOC(=O)c1c(C)oc2c1c1c(c3ccccc32)OCN(Cc2ccccn2)C1,-8.0%,-8.7%,1,.,23.5%,.,-1.5%,i,0.8,41.8,21.4
CCCOc1ccc(-c2c(C(=O)N/N=C/c3ccc(OCC)cc3)nnn2-c2nonc2N)cc1,-13.3%,-9.7%,0.9,7.5%,-1.2%,0.4%,0.4%,i,0.4,6.5,-7.1
NC(N)=NS(=O)(=O)c1ccc(NC(=S)NC(=O)/C=C/c2ccco2)cc1,-0.3%,-0.8%,1.1,-1.2%,1.8%,-10.1%,54.8%,i,0.9,6.7,-0.5
COc1ccc(Br)cc1CN(C)CC(=O)NCc1ccc(F)cc1,.,-1.7%,.,.,1.3%,.,4.7%,+,26.4*,.,.
Cc1nc(N/N=C/c2ccccc2)nc(N(C)c2ccccc2)c1[N+](=O)[O-],-1.5%,-3.8%,1,4.2%,4.0%,-1.0%,3.6%,i,0.9,17.2,12.7
CC1CC(C)(C)NC(=S)N1CCCC(=O)Nc1ccc(F)cc1 (stereo unspecified),-1.3%,0.3%,1,-5.0%,1.3%,-3.6%,-1.1%,i,0.8,18.5,21.4
CN(C)CCOCCOc1ccccc1-c1ccccc1,-7.4%,6.6%,1.1,1.8%,-0.9%,-10.1%,0.5%,i,4.7,11.7,-3.7
CCOC(=O)c1ccccc1NC(=O)Cn1cnc2c1c(=O)n(C)c(=O)n2C,-1.9%,-8.3%,1.1,-1.7%,7.1%,-2.3%,-1.3%,i,0.6,-3.6,-0.2
Cc1coc2c1c(C)cc1oc(=O)c(CC(=O)N[C@H](C(=O)O)C(C)C)c(C)c12,.,-6.5%,.,.,1.6%,.,2.0%,i,0.7,.,.
Cc1ccc(CNC(=O)c2nnn(CC(=O)Nc3cccc(C)c3C)c2N)cc1,.,-7.5%,.,.,2.1%,.,10.6%,i,5.4,.,.
CCC(=O)OCC(=O)N=c1sccn1Cc1ccc(C)cc1,.,-4.4%,.,.,1.2%,.,0.9%,i,0.8,.,.
CC(C)CC(=O)O/N=C1\C(=O)N(c2ccccc2)c2ccccc21,-1.9%,-4.4%,1.1,5.7%,4.8%,6.9%,2.5%,i,0.8,-4.7,-0.7
COc1ccc(N(CC(=O)N2CCN(c3cccc(C)c3C)CC2)S(=O)(=O)c2c(C)noc2C)cc1,.,-7.4%,.,.,7.3%,.,1.0%,i,1.7,.,.
C/C=C(\C)C(=O)NCCN1C2=NC[C@H](Cc3ccc(O)cc3)N2C[C@@H]1Cc1ccc(OC)cc1,-7.3%,-6.4%,1.1,0.7%,-1.2%,1.9%,-5.8%,i,2.3,6.9,5.5

Compound activity as filed in PubChem.
